High-throughput results: PubChem BioAssay, The Scripps Research Institute Molecular Screening Center
GSTO1 counter = GSTO1 inhibition, counter-screen for RBBP9 inhibitors; P78417; recombinant GSTO1, activity-based probe fluorescence polarization; inhibition, % at 5.96 µM; 1.1% of 300,000 active; AID 1974;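 active = inhibition above the campaign mean inhibition plus 3 SD, cut at about 35% in these data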;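 also: 0% = GSTO1-1 with DMSO and 100% = wells lacking GSTO1-1 enzyme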
Target sequence (P78417 whole entry, looked up): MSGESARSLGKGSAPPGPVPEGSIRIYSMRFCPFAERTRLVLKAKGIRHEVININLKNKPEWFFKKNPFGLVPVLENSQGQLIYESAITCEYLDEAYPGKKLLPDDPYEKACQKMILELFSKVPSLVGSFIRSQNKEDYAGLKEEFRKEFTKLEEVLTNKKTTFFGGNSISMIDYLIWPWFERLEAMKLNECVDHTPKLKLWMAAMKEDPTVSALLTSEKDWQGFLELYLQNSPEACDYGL
LYPLA1 counter = counter-screen for PME1 inhibitors: inhibitors of human LYPLA1 | O75608 | recombinant LYPLA1, FP-Rh probe fluorescence polarization | inhibition, % at 5.9 µM | 0.16% of 320,000 active | AID 2174;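 active = inhibition above the mean of all tested compounds plus 3 SD, set per campaign, cut at about 14% in these data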;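 also: inhibitors block serine hydrolase probe labeling of LYPLA1 so polarization falls; 0% = enzyme with DMSO and 100% = wells lacking LYPLA1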
Target sequence (O75608 whole entry, looked up): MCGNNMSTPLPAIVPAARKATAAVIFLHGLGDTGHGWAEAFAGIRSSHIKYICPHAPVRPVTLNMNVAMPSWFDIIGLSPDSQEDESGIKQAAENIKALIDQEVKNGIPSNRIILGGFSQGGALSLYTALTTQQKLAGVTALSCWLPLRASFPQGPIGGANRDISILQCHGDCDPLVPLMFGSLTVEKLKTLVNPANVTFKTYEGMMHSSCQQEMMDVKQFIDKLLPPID
pPAFAH inh = inhibitors of human plasma PAF acetylhydrolase (pPAFAH); 1.5% of 330,000 active; inhibition, % at 3.39 µM; AID 463082; recombinant pPAFAH, FP-rhodamine probe fluorescence polarization; Q13093;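 active = inhibition above the mean inhibition across the screen plus 3 SD, cut at about 25% in these data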;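 also: inhibitors block binding of the rhodamine activity-based probe so polarization drops; 0% = enzyme with DMSO and 100% = wells lacking pPAFAH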
PAFAH1B3 inh = blocks human PAF acetylhydrolase 1B catalytic subunit 3. recombinant PAFAH1B3, FP-rhodamine probe, fluorescence polarization. 0.28% of 340,000 active. Q15102. inhibition, % at 3.39 µM;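 active = inhibition above the screen-wide average of all tested compounds plus 3 SD, cut at about 25% in these data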;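 also: 0% = enzyme with DMSO only and 100% = wells lacking PAFAH1B3 protein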
Target sequence (Q15102 whole entry, looked up): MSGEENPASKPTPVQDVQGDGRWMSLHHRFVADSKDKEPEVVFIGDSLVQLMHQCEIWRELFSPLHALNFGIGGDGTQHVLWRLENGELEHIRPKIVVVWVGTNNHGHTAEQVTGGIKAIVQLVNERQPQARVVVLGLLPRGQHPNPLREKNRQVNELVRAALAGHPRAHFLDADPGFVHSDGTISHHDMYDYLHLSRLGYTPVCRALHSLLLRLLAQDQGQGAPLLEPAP
PAFAH1B2 FP inh = PAFAH1B2 (human) inhibition. P68402. AID 492953. recombinant PAFAH1B2, FP-rhodamine activity probe, fluorescence polarization. inhibition, % at 3.39 µM. 1.2% of 340,000 active;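 active = inhibition above the mean of all tested compounds plus 3 SD, cut at about 24% in these data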;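 also: 0% = enzyme with DMSO and 100% = wells lacking PAFAH1B2; many of its hits are not listed in these tables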
Target sequence (P68402 whole entry, looked up): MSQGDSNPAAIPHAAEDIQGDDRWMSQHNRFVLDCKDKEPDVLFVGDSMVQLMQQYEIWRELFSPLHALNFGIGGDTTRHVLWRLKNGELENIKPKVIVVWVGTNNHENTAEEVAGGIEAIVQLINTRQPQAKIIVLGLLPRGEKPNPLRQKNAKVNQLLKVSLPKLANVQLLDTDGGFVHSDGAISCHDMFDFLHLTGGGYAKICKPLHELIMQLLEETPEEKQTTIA
PME-1 inh = blocks human protein phosphatase methylesterase 1; 0.53% of 320,000 active; Q9Y570; inhibition, % at 5.9 µM; recombinant PME-1, FP-Rh probe fluorescence polarization; AID 2130;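 active = inhibition above the campaign mean of all compounds plus 3 SD, cut at about 26% in these data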;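 also: competitive labeling of PME-1 active site by serine hydrolase directed probe; 0% = PME-1 with DMSO and 100% = wells lacking PME-1 enzyme; inhibitors block probe labeling so polarization falls and inhibition rises; many of its hits are not listed in these tables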
PAD4 FP inh = inhibitors of human PAD4. Q9UM07. recombinant PAD4, RCA probe fluorescence polarization. inhibition, % at 6.36 µM. 0.41% of 330,000 active;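 active = percent inhibition above a cutoff equal to the mean of all tested compounds plus 3 SD, cut at about 15% in these data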;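 also: 0% = PAD4 with RCA probe and DMSO and 100% = probe without PAD4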
LYPLA2 counter = counter-screen for PME1 inhibitors: inhibitors of human LYPLA2; O95372; recombinant LYPLA2, FP-Rh probe fluorescence polarization; inhibition, % at 5.9 µM; 0.38% of 320,000 active;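 active = inhibition above the screen-wide mean plus 3 SD, limit set per campaign, cut at about 26% in these data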;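 also: 0% = LYPLA2 with DMSO and 100% = wells lacking LYPLA2 enzyme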
PAFAH2 inh = PAFAH2 (human) inhibition; inhibition, % at 3.39 µM; recombinant PAFAH2, FP-rhodamine activity probe, fluorescence polarization; 0.99% of 340,000 active; AID 492956;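 active = inhibition above the mean over all tested compounds plus 3 SD, cut at about 30% in these data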;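 also: inhibitors block probe labeling of enzyme so polarization drops; 0% = enzyme with DMSO and 100% = wells lacking PAFAH2 protein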
* = called active by the depositor; nt = not tested or not shown.

SMILES	GSTO1 counter	LYPLA1 counter	pPAFAH inh	PAFAH1B3 inh	PAFAH1B2 FP inh	PME-1 inh	PAD4 FP inh	LYPLA2 counter	PAFAH2 inh
CCOC(=O)C1(C)Oc2ccccc2C(C(=O)OC)=C1C(=O)OC (configuration not stated)	nt	nt	3.8	-0.7	7.9	nt	0.3	nt	-4.3
NS(=O)(=O)c1ccc(CNC(=O)c2cc(-c3cccnc3)nc3ccccc23)cc1	-2.7	-1.1	-1.1	3.2	0.8	0.4	1.4	-9.7	6.1
CC(C)CCNC(=O)COc1ccc2c(c1)C(=O)CC(C)(C)O2	-2.6	-0.7	3.1	2.5	0.8	-4.2	-7.3	4.7	4.0
COC(=O)c1c(NC(=O)/C=C/C(=O)O)sc(Cc2ccccc2)c1C	-3.9	-2.4	2.1	6.4	12.9	-3.9	-4.5	-2.8	4.5
CCOc1cc(C(=O)NC2CC(C)(C)NC(C)(C)C2)cc(OCC)c1OCC	7.8	-2.0	-1.9	-4.9	-3.3	-3.3	2.3	0.5	-7.1
C/C(=N\NC(=O)c1nnn(-c2nonc2N)c1CN(C)c1ccccc1)c1cccc(O)c1	4.8	0.4	5.5	-0.7	-3.0	14.4	-0.6	7.2	6.8
NC(=O)c1nsc(C(=O)N(c2ccc(F)cc2)C(C(=O)NCC2CCCO2)c2ccc3ncccc3c2)c1N (configuration not stated)	-0.4	-3.8	2.5	3.5	4.5	-0.7	2.6	-4.0	-7.1
CCc1ccccc1NC1=NCC(=O)N1Cc1ccc2c(c1)OCO2	3.4	-1.0	0.3	10.7	6.0	6.7	3.2	-5.7	2.6
CCN(CCCNC(=O)C1CCCN(S(=O)(=O)c2cnc[nH]2)C1)c1ccccc1 (configuration not stated)	-5.2	0.3	-0.4	5.2	8.6	-1.1	0.3	-2.8	5.7
COc1ccccc1CNC(=O)COC(=O)c1ccc(S(=O)(=O)N2CCCC2)cc1	4.5	1.9	11.4	7.5	2.6	13.3	1.8	1.9	3.1
O=C(c1ccccc1)N(Nc1ccccc1)c1ccccc1	3.4	-2.3	-6.9	3.3	7.2	-2.1	-1.7	-7.3	-2.9
N#CC1=C(N)Oc2cc(O)ccc2C1c1ccncc1 (configuration not stated)	-5.8	-2.5	-2.9	3.4	0.9	0.0	-1.5	0.6	-1.8
COc1ccc(NC(=O)CSc2ccccn2)cc1	1.8	-3.1	0.7	9.4	1.5	-2.4	2.2	4.8	3.7
O=C(NCCCc1ccccc1)c1cncc(Br)c1	0.8	0.9	1.6	4.0	4.6	-2.7	-9.3	-2.1	-8.4
Cc1ccc(C)c(NC(=O)c2cc(-c3ccccc3)nn2-c2ccccc2)c1	-5.8	-5.0	2.9	0.9	4.6	-1.7	-2.2	-2.9	0.0
COc1ccc2oc(C(=O)OCC(=O)N3CCN(S(=O)(=O)c4ccc(C)cc4)CC3)c(C)c2c1	-0.1	-2.7	2.5	-9.5	0.7	30.9*	-7.0	-9.8	-5.7
Cc1ccc(C)c(C(=O)CCC(=O)Nc2ccc(N3CCN(C)CC3)cc2C)c1	nt	nt	15.3	11.3	-6.0	nt	-4.1	nt	2.4
O=c1oc2ccccc2c2oc3cc(O)c(O)cc3c12	48.9*	-15.8	72.7*	9.5	-0.7	3.1	4.4	-13.8	34.5*
O=C(Nc1cccc(-c2csc(Nc3ccc(Cl)cc3)n2)c1)c1cccc(C(F)(F)F)c1	-8.0	-22.5	21.9	5.9	0.8	4.2	0.2	-13.8	-6.0
S=c1[nH]nc(COc2ccc(Cl)cc2)o1	9.6	0.9	-1.8	9.2	21.9	-1.4	1.8	0.2	1.2
CCC(c1nnnn1C(C)(C)CC)N(CCCN1CCOCC1)Cc1cc2cccc(C)c2[nH]c1=O (configuration not stated)	1.4	2.5	-0.4	1.5	-0.6	3.1	1.5	2.0	-1.5
Cc1cc(=O)[nH]c(N/N=C/c2ccc(OC(=O)c3ccco3)cc2)n1	3.0	-4.5	-4.6	-0.7	0.4	-2.8	-2.1	-8.7	0.0
CC(/C=C1\SC(=S)N(CCC(=O)Nc2ccccc2O)C1=O)=C\c1ccccc1	-9.9	-46.6	-12.5	-28.4	-24.5	-46.7	-13.6	-75.5	-76.3
Cc1cc(S(=O)(=O)NC2CCCCC2)ccc1OCC(=O)NCC1CCCO1 (configuration not stated)	2.1	1.2	9.7	3.7	3.1	1.5	-1.8	9.0	-4.7
CCN(C(=O)/C=C/c1ccc2c(c1)OCO2)c1ccccc1	0.7	-3.5	11.8	7.6	-7.2	-3.6	2.8	4.2	-5.1
(continued)
SMILES	GSTO1 counter	LYPLA1 counter	pPAFAH inh	PAFAH1B3 inh	PAFAH1B2 FP inh	PME-1 inh	PAD4 FP inh	LYPLA2 counter	PAFAH2 inh
CCOc1cc(CNC2CCCC2)cc(Cl)c1OCc1ccc(F)cc1	4.7	2.7	-0.3	-2.2	-1.9	6.3	1.0	5.3	6.0
CCOC(=O)C1CCN(C(=O)CN(C)S(=O)(=O)c2ccc3c(c2)c(=O)n(C)c(=O)n3C)CC1	-4.1	2.9	2.2	5.9	3.0	-2.4	-7.6	1.3	1.6
COc1cccc(CNC(=O)CCNS(=O)(=O)c2ccc3[nH]c(=O)oc3c2)c1	7.3	-0.3	7.2	-6.2	1.2	2.1	-1.0	-0.1	0.1
O=C1CN(C(=O)COC(=O)/C=C/c2ccc(OC(F)F)cc2)c2ccccc2N1	4.8	-4.5	-6.8	-6.4	-2.3	1.6	3.1	-2.5	-9.2
COc1ccc(S(=O)(=O)N2CCCCC2)cc1NC(=O)CSc1ncccn1	nt	-0.2	1.0	0.5	-1.5	12.3	-1.9	0.3	-1.5
Oc1cccc(/C=N/N=C/c2cccc(O)c2O)c1O	19.5	-4.8	5.4	-3.9	-8.0	-2.9	1.9	-13.0	-15.5
CCCn1c(SCC(=O)C(C)(C)C)nc2ccccc21	2.1	0.6	3.6	8.6	-2.4	-4.0	0.1	6.6	8.1
Cc1ccc(NS(=O)(=O)c2c(C)[nH]c(C)c2C(=O)N2CCCCC2)cc1Cl	5.6	1.7	3.5	-0.4	6.0	-6.1	5.8	-2.4	4.2
Cc1noc(C)c1CSCC(=O)Nc1cccc(C(F)(F)F)c1	nt	nt	-2.6	4.3	6.7	nt	2.1	nt	-3.8
Cc1c(NC(=O)CN2C(=O)c3cccc4cccc2c34)c(=O)n(-c2ccccc2)n1C	-5.2	3.2	-7.0	3.1	1.0	-2.0	1.2	3.8	0.5
CCOC(=O)N1N=C(CC)CC1(O)C(F)(F)F (configuration not stated)	1.6	4.5	3.0	4.8	2.7	2.0	1.2	11.3	-6.5
CC(C)c1ccc(NC(=O)NCc2ccc(F)cc2)cc1	3.2	1.3	-0.9	-0.5	1.8	-7.9	-3.9	-4.0	3.8
CCN1CCN(C(=O)c2c(-c3c(Cl)cccc3Cl)noc2C)CC1	2.9	-2.1	-0.3	-0.9	-1.0	-6.8	-2.3	-6.4	2.7
COC(=O)[C@]1(Cc2ccccc2)N[C@H](CN(C)C(=O)c2ccc(C(C)(C)C)cc2)[C@@H]2C(=O)N(Cc3ccccc3)C(=O)[C@@H]21	nt	nt	5.6	5.3	4.2	nt	-1.2	nt	1.9
CCOc1ccc(S(=O)(=O)Nc2cccc(C(=O)NCC(c3ccccc3)N(C)C)c2)cc1 (configuration not stated)	-0.2	0.3	7.9	-1.1	4.2	9.3	-2.3	5.1	-4.3
Cc1cccc(C(=O)NC2CCN(CC(=O)Nc3ccccc3Cl)CC2)c1	5.5	0.4	-6.7	0.4	0.2	3.3	-1.3	-2.3	2.0
O=C(OCC(=O)N(C1CCCCC1)C1CCCCC1)c1ccccc1O	-6.1	1.9	6.5	6.8	1.7	0.2	-1.5	1.4	8.9
CC(C)Sc1nnc2n(CCc3ccccc3)c(=O)c3c4c(sc3n12)COC(C)(C)C4	4.4	0.5	-1.2	nt	nt	-2.5	2.3	3.2	nt
CCN(CC)CCCn1c2c(c(SCC(=O)Nc3nccs3)nc1=O)CCC2	3.0	-0.5	9.5	6.2	7.8	-0.1	-0.9	7.0	-5.2
Cc1ccc(OCC(=O)OC2CCS(=O)(=O)C2)cc1 (configuration not stated)	4.3	2.4	7.1	-0.3	4.0	3.9	-2.1	3.9	4.6
COc1ccccc1CC1(C)NC(=O)N(CC(=O)N2CC(C)OC(C)C2)C1=O (configuration not stated)	2.7	-0.4	-2.9	5.1	-0.2	-2.6	2.0	-3.6	-2.6
C=CCNc1nc(Cl)nc(Nc2ccc(OC)cc2OC)n1	-1.5	0.6	-3.3	9.2	5.9	0.9	-3.5	-0.8	6.7
CCOc1ccc(NC(=S)NC(=O)c2cncc(Br)c2)cc1	-3.8	-0.4	3.1	10.7	-0.2	-5.6	-1.4	4.6	6.8
CC1CC(=O)Nc2ccccc2N1C(=O)Nc1ccc(F)cc1F (configuration not stated)	7.0	-1.1	3.6	7.8	1.9	-2.0	6.8	6.2	-6.0
CC(C)CC(=O)Nc1ccc(Oc2ccc(NC(=O)CC(C)C)cc2)cc1	4.2	0.5	-1.0	-7.3	4.4	3.9	3.4	-0.8	-13.0

Next section; it opens with the four that closed the last part.
SMILES	GSTO1 counter	LYPLA1 counter	pPAFAH inh	PAFAH1B3 inh	PAFAH1B2 FP inh	PME-1 inh	PAD4 FP inh	LYPLA2 counter	PAFAH2 inh
C=CCNc1nc(Cl)nc(Nc2ccc(OC)cc2OC)n1	-1.5	0.6	-3.3	9.2	5.9	0.9	-3.5	-0.8	6.7
CCOc1ccc(NC(=S)NC(=O)c2cncc(Br)c2)cc1	-3.8	-0.4	3.1	10.7	-0.2	-5.6	-1.4	4.6	6.8
CC1CC(=O)Nc2ccccc2N1C(=O)Nc1ccc(F)cc1F (configuration not stated)	7.0	-1.1	3.6	7.8	1.9	-2.0	6.8	6.2	-6.0
CC(C)CC(=O)Nc1ccc(Oc2ccc(NC(=O)CC(C)C)cc2)cc1	4.2	0.5	-1.0	-7.3	4.4	3.9	3.4	-0.8	-13.0
C/C=C/c1ccc(OCCCNC2CCCC2)c(OC)c1	11.9	-4.6	-6.0	0.8	-1.5	-1.7	2.0	-9.1	6.0
O=C(Nc1ccc(Cl)cc1)C(c1ccccc1)N1CCOCC1 (configuration not stated)	9.0	-3.5	0.9	9.1	-0.3	-0.6	-2.2	-1.0	-4.2
O=C(O)c1cn(-c2ccccc2)nc1-c1cccnc1	2.3	-1.3	-1.8	12.0	2.2	-4.0	-2.8	2.7	0.2
C=CCOc1ccc(C2NC(=O)c3ccccc3O2)cc1 (configuration not stated)	4.1	2.8	5.0	3.0	1.0	0.1	-0.3	5.2	-1.5
O=C(CCS(=O)(=O)c1ccc(Cl)cc1)Nc1ccccc1Br	3.7	-1.9	-1.9	5.1	12.4	3.7	-0.3	-0.9	-2.7
O=C1CC(NNC(=O)c2ccccc2)C(=O)N1 (configuration not stated)	0.3	0.0	0.7	7.5	4.7	-2.1	0.0	11.0	1.9
CCOC(=O)c1cnc2c(OC)cccc2c1N1CCN(c2ccc(OC)cc2)CC1	1.7	1.7	0.7	15.1	-0.9	2.1	0.8	-2.3	-7.1

Only part of the results is shown; rates above refer to the full screens.
